LMPTP block: blocks human LMPTP phosphatase | recombinant LMPTP-A, OMFP fluorogenic substrate, fluorescence intensity | inhibition, % at 20 µM | 360,000 compounds, 0.22% hits;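 active = compounds that cut the enzyme signal by at least half of the control window in the single-dose screen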;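 also: plate controls were DMSO wells with enzyme plus substrate for no effect and substrate without enzyme for full effect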
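Assay system: LMPTP-A, protein tyrosine phosphatase of low molecular weight / Medium: pH 6.0 Bis-Tris buffer with DTT and Triton X-100 / Schedule: 50 min enzyme reaction at room temperature, protected from light / Measured by: endpoint fluorescence intensity from OMFP dephosphorylation / Read-out basis: % inhibition relative to no-enzyme and uninhibited control wells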
SKN-1 block: C. elegans SKN-1 inhibition | 360,000 compounds, 0.49% hits | C. elegans VP596 Pgst-4::GFP/RFP ratio, acrylamide-induced, 24 h | AID 624304 | inhibition, % at 21.8 µM;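 active = interference check ratio from 0.5 to 1.5 plus GFP to RFP signal ratio inhibition reaching or exceeding a fixed threshold, cut at about 30% in these data, passing the limit was not always enough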; also: some compounds called inactive have numbers as strong as hits
Neddylation inh: blocks human cullin neddylation; AID 651699; TR-FRET cullin neddylation, biochemical; calls only at 25 µM; 360,000 compounds, 0.58% hits; in the data active = inhibition above about 36%
Scp-1 inhibitor: Scp-1 (human) phosphatase inhibition | Recombinant Scp1, phosphopeptide, malachite green phosphate absorbance | AID 493091 | inhibition, % at 20 µM | 340,000 compounds, 0.88% hits;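 active = inhibition above about 50% at 20 µM, limit read from the data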;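 also: plate controls were DMSO wells with enzyme for no effect and wells lacking enzyme for full effect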
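Incubation: 45 min enzyme reaction at room temperature / System: truncated SCP-1 phosphatase (76-261aa) / Reagent: Phospho 17-mer peptide substrate / Buffer or medium: Acidic Tris acetate buffer with magnesium and detergent / Signal: absorbance at 630 nm / Doses: one concentration, 20 µM, with 1.0% DMSO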
TbMetRS inhib: Trypanosoma brucei MetRS inhibition | purified T. brucei MetRS, ATP depletion, Kinase-Glo luminescence | inhibition, % at 11.9 µM | 360,000 compounds, 0.4% hits | AID 624268;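 active = inhibition above a per-plate cutoff of the control wells' mean inhibition plus 3 SD, cut at about 5.5% in these data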;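 also: 0% = DMSO wells median and 100% = median of wells with control inhibitor compound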
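technique = Kinase-Glo luminescence, ATP depletion format | system = purified MetRS (methionyl-tRNA synthetase) enzyme from Trypanosoma brucei | timing = 15 min preincubation, 2 h reaction, all 25 °C | evaluation = percent inhibition versus plate control medians | dosing = single dose, 11.9 µM final nominal, 0.9% final DMSO | also added = substrates ATP, L-methionine and bulk Escherichia coli tRNA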
DNMT1 block: inhibitors of human DNMT1; P26358; 360,000 compounds, 0.83% hits; inhibition (reported as % activation of signal), % at 10 µM; DNMT1 molecular beacon, Hinp1I cleavage, fluorescence; in the data active = inhibition above about 50%
Target sequence (P26358 504-1616 limits assumed): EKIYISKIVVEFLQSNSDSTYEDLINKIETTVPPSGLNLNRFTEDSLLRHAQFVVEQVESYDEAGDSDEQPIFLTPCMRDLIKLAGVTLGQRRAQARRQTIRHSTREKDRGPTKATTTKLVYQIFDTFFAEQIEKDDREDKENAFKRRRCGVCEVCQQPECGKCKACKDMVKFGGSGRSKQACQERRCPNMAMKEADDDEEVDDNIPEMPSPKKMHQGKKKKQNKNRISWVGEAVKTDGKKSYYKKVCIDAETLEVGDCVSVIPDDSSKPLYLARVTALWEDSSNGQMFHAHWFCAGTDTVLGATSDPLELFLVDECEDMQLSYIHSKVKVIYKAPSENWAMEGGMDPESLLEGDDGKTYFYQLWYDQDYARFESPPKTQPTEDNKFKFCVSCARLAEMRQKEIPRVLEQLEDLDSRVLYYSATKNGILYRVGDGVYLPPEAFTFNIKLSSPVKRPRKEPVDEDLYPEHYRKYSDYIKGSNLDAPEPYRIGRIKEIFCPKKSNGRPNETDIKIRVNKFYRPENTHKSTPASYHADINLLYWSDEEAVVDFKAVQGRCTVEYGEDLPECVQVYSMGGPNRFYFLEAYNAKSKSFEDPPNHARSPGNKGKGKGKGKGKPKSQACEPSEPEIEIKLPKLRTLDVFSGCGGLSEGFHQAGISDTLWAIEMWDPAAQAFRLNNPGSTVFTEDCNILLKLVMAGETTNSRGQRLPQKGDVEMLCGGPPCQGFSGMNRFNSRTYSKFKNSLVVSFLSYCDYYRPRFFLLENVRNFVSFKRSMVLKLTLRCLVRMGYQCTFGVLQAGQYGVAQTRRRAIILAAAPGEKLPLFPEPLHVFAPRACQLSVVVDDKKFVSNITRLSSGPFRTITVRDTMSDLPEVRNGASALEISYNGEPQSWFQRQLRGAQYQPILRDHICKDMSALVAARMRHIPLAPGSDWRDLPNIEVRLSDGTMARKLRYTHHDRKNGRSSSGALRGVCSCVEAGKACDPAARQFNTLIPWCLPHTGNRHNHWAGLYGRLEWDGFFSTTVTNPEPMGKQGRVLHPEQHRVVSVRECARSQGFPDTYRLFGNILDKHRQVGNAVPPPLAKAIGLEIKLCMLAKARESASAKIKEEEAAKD
SUMO1-SIM PPI: SUMO1-SIM interaction modulation | P63165 | SUMO1 binding to a labelled peptide, TR-FRET, 1 h | inhibition, % at 20 µM | 360,000 compounds, 0.33% hits | AID 602429; in the data active = inhibition above about 37%
CendR NRP1 mod: modulators of CendR peptide binding to human neuropilin-1; O14786; FAM-RPARPAR peptide binding to NRP-1, fluorescence polarization; inhibition, % at 25 µM; 360,000 compounds, 0.85% hits; AID 602438;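 active = inhibition or corrected inhibition above about 18%, plus a signal ratio from 0.5 to 1.5, limit read from the data, passing the limit was not always enough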; also: strong numbers were not always called active
NadD inh: inhibitors of Staphylococcus aureus NadD; inhibition, % at 20 µM; 360,000 compounds, 0.78% hits; AID 602399; purified NadD enzyme, colorimetric absorbance read-out; in the data active = inhibition above about 26%; also: some compounds past the cut are filed as inactive
STEP block: STEP (human) phosphatase inhibition. 360,000 compounds, 0.25% hits. P54829. recombinant STEP, OMFP fluorogenic substrate, fluorescence. inhibition, % at 20 µM;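 active = inhibition at 20 µM, scaled per plate between control wells, above about 37%, limit read from the data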;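 also: 0% = DMSO with enzyme and substrate and 100% = substrate only without enzyme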
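System: isolated STEP enzyme; schedule: 20 min enzyme reaction at room temperature, protected from light; medium: Bis-Tris buffer pH 6.0, 2.5 mM DTT, 0.005% Tween 20; signal: fluorescence, 480/540 nm; dosing: single compound dose of 20 µM, 1% DMSO final; also added: OMFP substrate, 25 µM final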
* hit, by the source's call; i = inactive; . = no result given.

no.	mol	CendR NRP1 mod	LMPTP block	Neddylation inh	SUMO1-SIM PPI	SKN-1 block	NadD inh	Scp-1 inhibitor	DNMT1 block	STEP block	TbMetRS inhib
1	COC(=O)C(NS(=O)(=O)c1ccc(C)cc1)c1ccccc1 (centres undefined)	-8	-1.0	i	-1	2	-1	-7	6	2	-1.0
2	CCOC(=O)C(=CN=C(N)Nc1nc2ccccc2o1)C(=O)OCC	0	0.9	.	0	5	-7	3	0	1	-0.1
3	CCn1c(NN)nc2sc3c(c2c1=O)CCC3	-27	-1.3	i	4	4	4	-1	-1	4	-0.2
4	CCOCCn1c(CN2CCOCC2)nc2c1c(=O)[nH]c(=O)n2C	-2	-0.7	i	3	3	-1	-1	-1	2	-0.1
5	Cc1ccc(-c2csc(=Nc3cccnc3)n2CCCn2ccnc2)cc1C	-13	3.6	i	0	8	1	-3	-4	2	0.1
6	CC(Oc1ccc2c(-c3ccccc3)cc(=O)oc2c1)C(=O)N[C@H](Cc1c[nH]c2ccccc12)C(=O)O (some centres undefined)	-1	0.1	i	-2	15	8	-1	-3	1	2.1
7	O=C(N/N=C/c1ccc2cccc(OCc3ccccc3)c2n1)c1ccc(Cl)cc1	1	2.5	.	-1	-4	13	-2	-8	-1	0.1
8	O=C(Nc1cccc2nsnc12)C1CC(=O)N(c2ccccc2)C1 (centres undefined)	-5	-0.1	i	-12	17	4	2	-14	-1	-0.6
9	Cc1cccc(C(=O)NCC(=O)OCC(=O)N(C)CC(=O)Nc2ccccc2Cl)c1	0	-1.3	i	1	-2	-5	0	5	-1	-0.1
10	COCCNC(=O)c1ccccc1NC(=O)c1ccccc1SC	3	-1.8	i	4	3	-4	-5	2	-4	0.0
11	Cc1ccc(Oc2nc3ccccc3n3cccc23)cc1	-9	2.1	i	-1	3	0	-7	-2	4	3.7
12	CCCS(=O)(=O)N1CCN(c2ccccc2F)CC1	-4	-0.4	i	-5	9	1	-7	1	-2	-0.5
13	Cc1[nH]c(=O)c(C#N)c2c1CSC(C)(C)C2	4	1.5	i	-1	1	-2	1	2	-13	-0.7
14	CC1CC(CC(C)C(=O)Nc2nncs2)C(=O)O1 (centres undefined)	-6	-1.0	i	-4	5	-10	-9	1	-4	-0.5
15	COc1ccc(C)cc1S(=O)(=O)N1CCCC(N2CCOCC2)C1 (centres undefined)	-8	-2.7	i	-2	14	5	-4	-1	-2	-0.7
16	COc1cccc(NC(=O)C(C)(C)C)c1	2	-1.7	i	2	0	-5	-2	2	2	0.4
17	COc1ccc(C(C(=O)NC2CCCCC2)N(Cc2cccnc2)C(=O)c2snc(C(N)=O)c2N)cc1 (centres undefined)	15	-0.9	i	-13	-4	9	3	0	-1	-0.3
18	CCOCCCNC(=S)N1C2CCC1CC(NC(=O)NC13CC4CC(CC(C4)C1)C3)C2 (centres undefined)	1	-0.2	i	-2	16	-2	-7	-2	3	-1.2
19	CCCc1nnc(NC(=O)Cn2c(=O)sc3ccccc32)s1	0	0.4	i	4	-9	4	-9	3	-1	0.3
20	O=C(N/N=C/C=C/c1ccc2c(c1)OCO2)c1ccc([N+](=O)[O-])cc1	-13	3.0	i	-14	8	12	0	11	6	0.0
21	COCCN(CCOC)S(=O)(=O)c1ccc(C(=O)Nc2nnc(C)o2)cc1	1	-1.2	i	-1	-4	1	-7	5	3	0.3
22	O=C(N/N=C/C=C/c1ccccc1)C(O)c1ccccc1 (centres undefined)	-6	-0.1	i	-17	0	-5	0	1	-2	-0.6
23	Cc1cccc(C)c1-n1nnnc1C1c2ccccc2C(=O)N1C1CC1 (centres undefined)	-11	-1.9	i	0	13	2	.	.	.	-0.5
24	O=C(NC(=S)N1CCN(c2ccc([N+](=O)[O-])cc2)CC1)c1ccccc1F	-8	-0.7	i	-14	-1	-4	1	4	2	-0.5
25	COc1cc(OC)c(NC(=S)NCc2ccc(F)cc2)cc1Cl	1	0.5	i	0	-7	-4	-8	-2	-2	-0.3
26	OCC1(Cc2ccccc2)CCN(Cc2ccc(-c3ccco3)cc2)CC1	-12	1.5	i	2	2	6	4	-16	-1	-0.7
27	CC(C)(C)C(=O)OCCn1c(=O)c2cc3c(=O)n(CCOC(=O)C(C)(C)C)c(=O)c3cc2c1=O	-1	2.0	i	-17	10	6	-3	1	2	0.7
28	CC(c1ccco1)N(C(=O)c1ccccc1NS(=O)(=O)c1cc([N+](=O)[O-])ccc1Cl)c1ccccn1 (centres undefined)	-4	0.9	i	-18	7	6	-3	16	-7	-0.1
29	CCCCc1nn2c(N)c(/C=C3\C=Nc4ccccc43)c(=O)nc2s1	-21	-0.2	i	-1	9	11	-5	-4	-2	0.5
30	CC(C)OCCCn1c(NN)nc2ccccc2c1=O	0	2.5	i	-1	0	-1	2	2	-4	-0.1

Of the compounds above, these contain a tert-butyl group:
no.	mol	CendR NRP1 mod	LMPTP block	Neddylation inh	SUMO1-SIM PPI	SKN-1 block	NadD inh	Scp-1 inhibitor	DNMT1 block	STEP block	TbMetRS inhib
16	COc1cccc(NC(=O)C(C)(C)C)c1	2	-1.7	i	2	0	-5	-2	2	2	0.4
27	CC(C)(C)C(=O)OCCn1c(=O)c2cc3c(=O)n(CCOC(=O)C(C)(C)C)c(=O)c3cc2c1=O	-1	2.0	i	-17	10	6	-3	1	2	0.7

Grouped by structure, those above containing a furan ring, fused or not
no.	mol	CendR NRP1 mod	LMPTP block	Neddylation inh	SUMO1-SIM PPI	SKN-1 block	NadD inh	Scp-1 inhibitor	DNMT1 block	STEP block	TbMetRS inhib
26	OCC1(Cc2ccccc2)CCN(Cc2ccc(-c3ccco3)cc2)CC1	-12	1.5	i	2	2	6	4	-16	-1	-0.7
28	CC(c1ccco1)N(C(=O)c1ccccc1NS(=O)(=O)c1cc([N+](=O)[O-])ccc1Cl)c1ccccn1 (centres undefined)	-4	0.9	i	-18	7	6	-3	16	-7	-0.1

(listing goes on)
no.	mol	CendR NRP1 mod	LMPTP block	Neddylation inh	SUMO1-SIM PPI	SKN-1 block	NadD inh	Scp-1 inhibitor	DNMT1 block	STEP block	TbMetRS inhib
31	CCCCCCN1CC(O)=C(c2nc3ccccc3[nH]2)C1=N	-11	3.2	i	2	-7	-1	2	19	-3	-1.7
32	Cc1csc(NC(=O)CSCc2c(C)noc2C)n1	20	-7.0	i	3	5	-1	-7	1	2	-0.3
33	Cc1ccc2[nH]c(=O)c(CN(Cc3ccco3)C(=O)c3ccncc3)cc2c1	-13	-1.3	i	4	-17	7	-2	-3	-4	0.6
34	O=C(C1CC1)N1CCc2cc(Br)cc(S(=O)(=O)NCc3ccc4c(c3)OCO4)c21	2	-0.7	i	0	16	1	-3	-5	-1	1.1
35	Cc1ccnc(NS(=O)(=O)c2ccc(NC(=O)Cc3ccc(F)cc3)cc2)n1	-11	-2.1	i	3	6	2	-1	4	-2	-1.2
36	Cc1cc(C)c2nc(Cl)c(C3NC(=O)c4ccccc4N3)cc2c1 (centres undefined)	-1	0.7	i	2	0	4	4	-5	1	-1.4
37	O=C(Nc1ccccc1)c1cc(C2CCCCN2C(=O)OCCF)on1 (centres undefined)	-4	-0.3	i	6	-11	-2	.	4	-2	-0.3
38	Cc1nnc(SCC(=O)N2CCc3ccccc3C2)n1-c1ccccc1	2	-0.9	i	-1	8	1	-5	4	2	-0.8
39	Cc1ccc(C(=O)NS(=O)(=O)c2ccccc2)cc1	13	-1.3	i	-1	4	-3	1	8	0	-0.1
40	C=CCN(CC=C)C(=O)c1c(OC)cccc1OC	-1	-2.5	i	-2	1	5	-2	2	-1	-0.6
41	O=[N+]([O-])c1cnn(-c2nc(-c3ccccc3)cc(C(F)(F)F)n2)c1	2	3.7	i	-2	2	-2	-5	2	-3	-0.8
42	O=S1(=O)N=C(N(CCO)/N=C/c2ccncc2)c2ccccc21	15	-1.2	i	13	-1	-5	3	1	1	-1.4
43	Cn1c(C(=O)NCCN2CCOCC2)cc2c(=O)n3ccccc3nc21	8	1.3	.	-21	-1	5	-5	0	0	-0.2
44	COc1ccc(C=O)cc1CN1CCCN(Cc2ccccc2F)S1(=O)=O	1	0.6	i	4	3	-9	-15	-1	3	-0.9
45	CN(C)/C(=N\S(=O)(=O)c1ccc(F)cc1)c1ccccc1	4	-0.6	i	2	-4	-3	0	0	-2	-0.8
46	CCOc1cc(/C=N/NC(=O)c2cccs2)cc([N+](=O)[O-])c1O	10	-1.4	i	12	10	9	35	0	2	-0.3
47	COc1cc(OC)c(OC)cc1CN1CCCC(C(=O)c2ccccc2SC)C1 (centres undefined)	0	-3.2	i	-4	9	-5	43	-3	-3	-0.2
48	Cc1ccc2nc(NC(=O)COC(=O)CSc3nc(C)cc(C)n3)sc2c1	-15	1.0	i	2	10	4	-4	-4	0	0.0
49	CC(=O)c1cccc(NC(=O)C2CCCCC2)c1	-2	-1.2	i	3	19	-5	1	6	0	0.5
50	Cc1ccc(-c2nc(CS(=O)(=O)CC(=O)N3CCN(C)CC3)c(C)o2)cc1	1	0.5	i	2	-4	-4	-8	3	1	0.0
51	O=C(OCc1c(-c2ccccc2)ncc2ccccc12)c1ccc(C(F)(F)F)cc1	-1	5.6	i	4	-19	12	22	5	4	-0.1
52	CC(C)(C)c1ccc(NC(=O)Nc2ccc(F)cc2)cc1	-2	2.1	i	-2	32	-6	-4	-2	-2	-0.3
53	O=C(CSc1nc2ccccc2c(=O)n1-c1ccccc1F)N1CCOCC1	5	-0.7	i	-5	-1	0	7	4	1	-0.1
54	C/C=C/c1cccc(-c2nc(C(=O)N3CCCCC3)cc3c2[C@@H](CCO)N(C(=O)NC(C)C)C3)c1	9	-0.3	i	4	10	-1	.	.	.	-0.9
55	Cc1occc1C(=O)N1CCCC(Nc2ccc(C(C)C)cc2)C1 (centres undefined)	11	0.2	i	1	9	-1	-13	2	-2	-0.3
56	COc1ccc2sc(C)cc(=O)c2c1	-2	-0.1	.	-9	18	-3	.	1	-2	-0.3
57	O=C(CSc1nnc(Cc2ccccc2)o1)Nc1cccc(F)c1	4	0.4	i	-6	4	-3	1	0	-3	-0.7
58	O=c1c2sc3nc(N4CCOCC4)c4c(c3c2ncn1CCc1ccccc1)CCCC4	0	1.8	i	7	11	3	-8	3	3	-0.5
59	CCC/C(O)=C1\C(=O)CC(C)(C)CC1=NCCO	9	-3.0	i	3	12	-4	-2	2	-1	-1.1
60	Oc1ccc(N=Nc2ccc(Br)cc2)c(O)c1	-4	1.4	i	-23	10	-3	-14	-13	-2	-0.5
61	O=C(CCS(=O)(=O)c1cc2c(cc1Cl)NC(=O)CO2)NCCc1ccccc1	-2	-0.2	i	5	-12	-1	-2	2	-1	0.4
62	COc1ccc(-c2cn[nH]c2-c2ccc(OCC(=O)NN)cc2O)cc1	-6	-1.6	i	-2	9	5	-16	-6	-2	-0.3
